mcGAS lum: cyclic GMP-AMP synthase inhibitors, mouse, primary biochemical chemiluminescence | Q8C6L5 | recombinant cGAS, Kinase-Glo ATP depletion luminescence | inhibition, % at 12.5 µM | 0.15% of 160,000 active | AID 1259399, 2018;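 also: 0% = negative control wells and 100% = reference inhibitor with no enzyme activity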
hcGAS inh: Primary biochemical luminescence assay for human cyclic GMP-AMP synthase inhibitors; Q8N884; recombinant h-cGAS, ATP depletion, Kinase-Glo luminescence; inhibition, % at 12.5 µM; 0.081% of 290,000 active; AID 1259398, 2018;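 also: 0% = vehicle reaction and 100% = reaction without DNA for no activity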
Target sequence (Q8N884 whole entry, looked up): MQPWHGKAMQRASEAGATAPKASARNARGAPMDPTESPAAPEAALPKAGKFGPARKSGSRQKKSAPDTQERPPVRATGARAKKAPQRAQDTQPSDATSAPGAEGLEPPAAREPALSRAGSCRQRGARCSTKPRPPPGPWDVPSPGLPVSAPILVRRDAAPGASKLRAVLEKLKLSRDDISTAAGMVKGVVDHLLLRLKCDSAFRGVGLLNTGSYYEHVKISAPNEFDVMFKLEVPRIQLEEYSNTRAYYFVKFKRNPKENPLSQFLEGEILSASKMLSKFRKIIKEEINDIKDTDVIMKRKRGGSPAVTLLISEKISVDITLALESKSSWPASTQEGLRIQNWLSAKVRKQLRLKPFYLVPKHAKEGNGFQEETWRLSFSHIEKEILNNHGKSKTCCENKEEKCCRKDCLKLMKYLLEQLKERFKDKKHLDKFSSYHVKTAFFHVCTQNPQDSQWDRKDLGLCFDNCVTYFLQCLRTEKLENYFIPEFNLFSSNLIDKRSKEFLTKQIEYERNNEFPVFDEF
NPYLR7 agonist: agonists of mosquito NPYLR7 receptor, primary screen, cell-based, Aedes aegypti, calcium fluorescence, mosquito biting behavior; HEK293T NPYLR7/Galpha15, GCaMP6s calcium fluorescence; activation, % at 10 µM; 0.15% of 270,000 active; AID 1259423, 2018; in the data active = activation above about 40%;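 also: 0% = vehicle and 100% = reference agonist at the receptor; some compounds past the cut are filed as inactive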
Starred values were filed as active, the others as inactive; . = no result given; & = joins results of further samples. Rule as the data show it, unless noted: active = inhibition above about 40%; inactive = the rest.

SMILES | mcGAS lum | hcGAS inh | NPYLR7 agonist
CCCCCCOc1ccccc1-c1nc2ccccc2c(=O)n1C1CCCCC1 | -7 | -5 | 6
Cn1[nH]c(=O)c2c(C(=O)NC3CCCCNC3=O)cc(C3CC3)nc21 (stereo not drawn) | . | -4 | 1
Cc1ccc(C(=O)NCC(=O)Nc2nc3cc4c(cc3s2)OCCO4)s1 | -5 | -1 | 4
COc1cccc(COC2CCCN(C(=O)c3ccc(Cl)cc3Cl)C2)c1 (stereo not drawn) | -6 | -8 | -3
Cc1ccnc(NCCNCC(=O)Nc2cnccn2)c1 | . | -4 | 27
CN(C(=O)c1coc(CN2CCN(Cc3ccccc3)CC2)n1)C1CCOC1 (stereo not drawn) | . | -10 | 12
C#Cc1cccc(C(=O)N2CCCC(N(C)CCc3ccc(OC)c(OC)c3)C2)c1 (stereo not drawn) | -9 | -8 | 1
CC(=O)N1CCC(N2CCCC(CO)(CC(C)C)C2)CC1 (stereo not drawn) | . | -3 | -1
O=C(NCc1nn[nH]n1)C1CCCN(C2CCN(CCc3ccccc3)CC2)C1 (stereo not drawn) | -14 | -6 | 7
CN(C)c1cc(C(=O)N(C)c2ccccc2)ncn1 | -4 | -3 | -5
Cc1nc(SCc2ccc(C(=O)O)cc2)nc(N(C)C2CCCCC2)c1C | -4 | -3 | 10
CC(=O)c1cccc(OCC(=O)Nc2nnc(Cc3ccccc3)s2)c1 | . | -9 | -2
Cc1ccsc1CN(C)C(=O)CCN(C)S(C)(=O)=O | . | -6 | -3
Cc1ccccc1C1CC(c2cccc(F)c2)=NN1C(=O)CN1CCN(c2ccccc2F)CC1 (stereo not drawn) | -5 | -8 | 20
COc1ccc(N2CCN(C(=O)C3CCCCC3C(=O)NC[C@@H]3CCCO3)CC2)cc1 (stereo partly drawn) | -5 | -11 | -4
CCOC(=O)c1nn(-c2ccc(S(N)(=O)=O)cc2)c(=NC#N)s1 | . | -4 | 3
O[C@@H]1CNCC[C@H]1CNCc1ccccc1-c1ccccc1 | . | -8 | -3
Cc1ccccc1CSc1nnc(CNC(=O)C2CCC2)n1-c1ccc(Cl)cc1Cl | -4 | -3 | 28
COc1ccc(-c2nn(-c3ccccc3)cc2C=C2C(=O)NC(=O)NC2=O)cc1OC | -6 | -5 | 21
CCn1nnnc1SCc1cccc(C)c1 | . | -6 | 24
CC1CN(CC(=O)N2CCN(Cc3nccn3C)CC2)Cc2cc(Cl)ccc2O1 (stereo not drawn) | . | -7 | 21
Cc1ccc(-c2onc3c2CCCC3)cc1NC(=O)C(C)Cl (stereo not drawn) | -5 | 0 | 4
O=C(CCc1nc(-c2ccc(Cl)cc2)no1)NCc1ccco1 | . | -5 | 7
OC1(/C=C/C2(O)CCCCC2)CCCCC1 | . | -7 | -13
CC1CCCN(c2nc(N)c([N+](=O)[O-])c(N3CCCC3)n2)C1 (stereo not drawn) | . | -5 | -1
CC1(C)CC2CC(C)(CN2C(=O)COC(=O)c2ncc(Cl)c(Cl)c2Cl)C1 (stereo not drawn) | . | -2 | 4
CS(=O)(=O)CCCNC(=O)NC1CC(c2cccc(Cl)c2)C1 (stereo not drawn) | -14 | -6 | 1
Cc1cc(C)cc(N2CC(C)Cn3c2nc2c3c(=O)[nH]c(=O)n2C)c1 (stereo not drawn) | -6 | 2 | 3
Cc1cc(C(=O)CSc2nnc(-c3cc4c(s3)CCC(C)C4)o2)c(C)n1C (stereo not drawn) | . | -8 | -2
Cc1cc(C(=O)N2CCCC(N3CCN(c4cccc(Cl)c4)CC3)C2)n(C)n1 (stereo not drawn) | . | 2 | 0
c1ccc(C(c2ccccc2)c2noc(CN(Cc3ccncc3)CC3CCCO3)n2)cc1 (stereo not drawn) | . | 6 | 0
O=C(CN1CSCC1=O)Nc1nn2cnnc2s1 | . | 2 | 5
COc1cccc(-c2cc(-c3ccc(C(=O)N4CC=CC4)cc3)[nH]n2)c1 | -8 | -11 | -3
CCN(CC)C(=O)N1CCC2(CC1)CC(N1CCN(c3ccccc3)CC1)CCO2 (stereo not drawn) | -6 | -15 | .
CCCC1C=CCN1C(=O)c1cc(COc2ccc3c(c2)OCO3)[nH]n1 (stereo not drawn) | . | -3 | 2
CCOC(=O)CSc1ccc2nnc(-c3cccnc3)n2n1 | -5 | 0 | -2
FC(F)(F)c1cnc(NN=Cc2ccncc2)c(Cl)c1 | . | -5 | 2
O=C1NC2=C(C(=O)N(Cc3ccc(F)cc3)C2)C(c2cccc(F)c2)N1 (stereo not drawn) | -7 | -8 | 11
NC(=O)c1ccccc1OCC(=O)C12CC3CC(CC(C3)C1)C2 | . | -17 | 2
COc1cccc(CN2CCC2(C)C(=O)Nc2cccc(Oc3ccccc3)c2)c1F (stereo not drawn) | . | -7 | 7
O=C(NN=Cc1ccccc1C(F)(F)F)c1cnccn1 | 55* | 1 | -5
Cc1cc(N2CCN(C3CCCC3)CC2)n2nc(C)c(-c3ccccc3)c2n1 | 0 | 0 | 0
CNC(=O)[C@@H]1C[C@H]2CN(C)C(=O)c3cccc(c32)N1C(=O)CCc1ccccc1 | -7 | 1 | 3
CC1(C)OC(c2cccc(O)c2)OC1(C)C | . | -3 | 3
Oc1ccc(-c2nccnc2N[C@@H]2CCN(Cc3ccccc3)C2)cc1 | -1 | -7 | -7
COC(=O)[C@@H](NC1CCN(c2ccc(NS(=O)(=O)N(C)C)cc2)CC1)c1ccccc1 | -3 | -2 | 6
CCn1nc(C)cc1C(=O)N1CC(=O)Nc2ccccc21 | 1 | 7 | 2
CC(NCC1(Sc2ccccc2)CCCC1)C(=O)NC(N)=O (stereo not drawn) | -15 | -6 | 4
COC(=O)c1ccccc1NC(=O)Cn1cnc([N+](=O)[O-])n1 | -1 | -1 | -11
Cc1cc(C)n(-c2ccc(C(=O)NC(C)C)cn2)n1 | . | -7 | 4
Cc1ccc(C(=O)N(CCCN2C(=O)c3cccc4cccc(c34)C2=O)c2ccc(Oc3ccccc3)cc2)cc1 | -3 | -3 | -5
O=C(NCC1CCCO1)NC12CC3CC(CC(C3)C1)C2 (stereo not drawn) | -4 | -9 | .
O=C(c1ccccc1SCC1CCCO1)N1CCN(c2ccc(O)cc2)CC1 (stereo not drawn) | . | -8 | 9
CC1=C(C(=O)Nc2cccnc2)C(c2ccccc2Cl)n2nc(-c3ccc(N(C)C)cc3)nc2N1 (stereo not drawn) | . | 0 | 1
COc1cccc(COC2CN(Cc3ccccn3)C(=O)CN(C(=O)c3ccc(C)s3)C2)c1 (stereo not drawn) | -8 | -24 | 12
COc1ccc(C)cc1-c1noc([C@H]2CCCO2)n1 | -15 | 3 | 5
CCn1nnc2c(NC3CCCCCCCCCCC3)ncnc21 | . | -6 | 16
COCc1ccc(CN(C)Cc2nc(-c3ccccc3NS(C)(=O)=O)oc2C)o1 | . | -5 | 18
CC1(C(=O)NCc2ccccc2Br)CCN1C(=O)C/C=C/c1ccccc1 (stereo not drawn) | 2 | 10 | -4
COc1ccc2nc(-n3nc(C)cc3NC(=O)c3cc(C)on3)sc2c1 | -11 | -4 | -5
(list continues)
SMILES | mcGAS lum | hcGAS inh | NPYLR7 agonist
CCN1C(=O)N(C2Cc3ccccc3C2)C(=O)C12CCN(Cc1ccc3c(c1)CCCN3C)CC2 | -10 | -1 | 10
Cc1c(C)n2c3c(=O)[nH]c(=O)n(C)c3nc2n1CCCl | . | -3 | 2
COc1cc2c(cc1OC)C1(O)C(=O)c3ccc(O)c(C(=O)O)c3OC1CO2 (stereo not drawn) | 3 | 3 | .
CCC(CC)C(=O)Nc1ccc(-c2cccc(-c3cc(OC)ccc3OC)n2)cc1 | -5 | -3 | 12
O=C1CC(N(Cc2ccc3c(c2)OCO3)C(=S)Nc2ccccc2)C(=O)N1c1ccc(F)cc1 (stereo not drawn) | . | -4 | -1
COC(=O)c1cc([N+](=O)[O-])cc(N)c1C | . | -4 | 12
CCC(C)S(=O)(=O)Nc1cccc(S(C)=O)c1 (stereo not drawn) | . | -6 | -1
Cc1oc(-c2ccc(NC(=O)Cc3ccccc3)cc2)nc1CNC(=O)c1cc2ccccc2n1C | -12 | -9 | 29
CCCCCCCSc1nc(C)cc(=O)[nH]1 | . | -11 | 1
CCOC(=O)CSc1nnc(C(C)C)c2cnn(-c3ccc(F)cc3)c12 | -13 | -11 | -8
CCC(CC)n1nc(C)cc1NC(=O)C1=CC(=O)CC(C)(C)O1 | 0 | 1 | 0
O=C(O)CN1C(=O)/C(=C\c2ccc(OCc3ccccc3Cl)cc2)SC1=S | -1 | 2 | -4

6 of the compounds above, with tabs:
canonical_smiles	mcGAS lum	hcGAS inh	NPYLR7 agonist
COC(=O)c1cc([N+](=O)[O-])cc(N)c1C	.	-4	12
CCC(C)S(=O)(=O)Nc1cccc(S(C)=O)c1 (stereo not drawn)	.	-6	-1
Cc1oc(-c2ccc(NC(=O)Cc3ccccc3)cc2)nc1CNC(=O)c1cc2ccccc2n1C	-12	-9	29
CCCCCCCSc1nc(C)cc(=O)[nH]1	.	-11	1
CCOC(=O)CSc1nnc(C(C)C)c2cnn(-c3ccc(F)cc3)c12	-13	-11	-8
CCC(CC)n1nc(C)cc1NC(=O)C1=CC(=O)CC(C)(C)O1	0	1	0

Continuation.
SMILES | mcGAS lum | hcGAS inh | NPYLR7 agonist
Nc1ncnc2c1nc(Sc1ccc(Cl)cc1)n2C1OC2COP(=O)(O)O[C@@H]2[C@@H]1O (stereo partly drawn) | -2 | -3 | 9
Fc1ccc(-c2[nH]ncc2CNC(Cn2ccnc2)c2ccccc2)cc1 (stereo not drawn) | . | -3 | 16
C=CCNCCOc1ccc(C(C)C)cc1 | . | 4 | 5
Cc1ccc(NC(=O)c2c(C)noc2C)c(F)c1 | . | 4 | -9
Cc1oc(-c2ccccc2)nc1Cn1cc(Cl)c(=O)[nH]c1=O | . | -5 | 0
CCN(CC)CCNC(=O)c1c(O)nc2ccccn2c1=O | -9 | -8 | 0
CCCCC1CN(CCNC(=O)Cc2sc(C)nc2C)Cc2ccccc2O1 (stereo not drawn) | -3 | 3 | -2
COc1ccc(-c2cc(=O)c3ccccc3o2)cc1 | . | -2 | -5
COc1ccc(S(=O)(=O)N2CCC(CCc3ccccc3)CC2)cc1 | -8 | -8 | 3
CCOc1ccccc1-c1ccc(C(=O)Nc2cccnc2)o1 | 0 | 1 | -2
COc1ccc(S(=O)(=O)NCCCN2CCOCC2)cc1N1CCN(C(=O)c2cc(F)ccc2Cl)CC1 | -7 | -1 | 21
C/C(=N/NC(=O)COc1ccccc1[N+](=O)[O-])c1cccc(NC(=O)c2ccncc2)c1 | . | -6 | 2

Pulled by compound from the entries so far, 3 records:
SMILES | mcGAS lum | hcGAS inh | NPYLR7 agonist
C/C(=N/NC(=O)COc1ccccc1[N+](=O)[O-])c1cccc(NC(=O)c2ccncc2)c1 | . | -6 | 2
CCOc1ccccc1-c1ccc(C(=O)Nc2cccnc2)o1 | 0 | 1 | -2
C=CCNCCOc1ccc(C(C)C)cc1 | . | 4 | 5

An excerpt of these results, field by field:
Molecule: COc1ccc(S(=O)(=O)N2CCC(CCc3ccccc3)CC2)cc1
- mcGAS lum = -8
- hcGAS inh = -8
- NPYLR7 agonist = 3

Molecule: CCOc1ccccc1-c1ccc(C(=O)Nc2cccnc2)o1
- mcGAS lum = 0
- hcGAS inh = 1
- NPYLR7 agonist = -2

Molecule: COc1ccc(S(=O)(=O)NCCCN2CCOCC2)cc1N1CCN(C(=O)c2cc(F)ccc2Cl)CC1
- mcGAS lum = -7
- hcGAS inh = -1
- NPYLR7 agonist = 21

Following part
SMILES | mcGAS lum | hcGAS inh | NPYLR7 agonist
CCn1c(SCC(=O)Nc2cc(C)on2)nc2c([nH]c3ccccc32)c1=O | -8 | 3 | -1
O=C(C1CCC1)N(Cc1ccc(F)cc1F)CC1CC(c2ccc(F)cc2)=NO1 (stereo not drawn) | -2 | 1 | 10
COC(=O)N1CCC(NC(=O)CCCc2cc(C)sc2C)C1 (stereo not drawn) | . | -8 | 5
O=S(=O)(Nc1ccc(OC(F)F)cc1)c1ccc(F)c(F)c1F | . | 9 | -2
CC1(C(=O)NCCc2c[nH]c3ccccc23)CCN1Cc1ccc(-n2ccnc2)cc1 (stereo not drawn) | . | 8 | 7
CCCc1c(C)nn(-c2ccc(C(=O)N3CCOCC3)cc2)c1C | -4 | -6 | 2
C=CCN(CC=C)C(=O)COc1ccc2c(=O)c(Oc3ccc(-c4ccccc4)cc3)coc2c1 | -1 | -2 | -3
Cc1cc(C(=O)N2CCC(C(=O)Nc3cccc(-c4ccco4)c3)CC2)nc(C)n1 | . | -2&-2 | 4
O=c1c(Cl)c(N2CCCC2)cnn1-c1nc2ccccc2s1 | . | -10 | 11
CCOC(=O)c1cccc(NC(=O)CSc2nccn3nc(-c4ccc(OC)cc4)cc23)c1 | -8 | -5 | -2
CCOc1ccc(C2CC(c3c(O)cc(C)oc3=O)=Nc3ccccc3S2)cc1 (stereo not drawn) | . | -4 | -5
COCc1c(C(=O)N2CCN(c3ccccc3C)CC2C)noc1C (stereo not drawn) | . | -8 | 21
Cc1cccc(-c2ccnc3nc(N4CCN(S(=O)(=O)c5c(C)cc(C)cc5C)CC4)nn23)c1 | -6 | -1 | 30
O=c1[nH]c(=O)n([C@H]2C[C@H](O)C(CO)O2)cc1I (stereo partly drawn) | . | -4 | 0
Nc1ncc(Br)cc1S(=O)(=O)NCc1ccc2c(c1)OCO2 | . | 1 | 7
COCCN(CC(=O)N(Cc1ccc(F)cc1)Cc1ccco1)C(=O)Nc1cccc(Br)c1 | -6 | -9 | -4
O=C(COc1ccc(Cl)cc1)N1CCCC(OCc2cccc(OC(F)(F)F)c2)C1 (stereo not drawn) | . | -2 | -2

The order is random; about 0.27% have a hit in one of these screens.
